12-LOX inh: blocks human arachidonate 12S-lipoxygenase | purified 12hLO, xylenol orange hydroperoxide absorbance | Potency, µM (highest dose often 108 µM), for the others: at the top dose activity change, negative = inhibition, actives largely listed as inhibitors | 580,000 tested, 1.1% active; also: % is scaled to controls: 0 for no effect and ±100 for the full control effect
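Purified human 12hLO at 150 nM in 25 mM Hepes, 0.01% Triton X-100, pH 7.0, preincubated 15 min at room temperature with compound. Reaction started with 40 uM arachidonic acid, 30 min at room temperature. Hydroperoxide measured by Fe-xylenol orange, 573/405 nm absorbance ratio.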
TrxR1 inh: blocks rat thioredoxin reductase 1. O89049. recombinant rTrxR1, NADPH fluorescence consumption, selenite substrate. Potency, µM (top dose mostly 114 µM), for the others: at the top dose activity change, negative = inhibition, usual class: inhibitors. 390,000 tested, 1% active. AID 588453; also: % is scaled to controls: 0 for no effect and ±100 for the full control effect; nearly all actives have a fitted effect of over 65% in size
Target sequence (O89049 whole entry, looked up): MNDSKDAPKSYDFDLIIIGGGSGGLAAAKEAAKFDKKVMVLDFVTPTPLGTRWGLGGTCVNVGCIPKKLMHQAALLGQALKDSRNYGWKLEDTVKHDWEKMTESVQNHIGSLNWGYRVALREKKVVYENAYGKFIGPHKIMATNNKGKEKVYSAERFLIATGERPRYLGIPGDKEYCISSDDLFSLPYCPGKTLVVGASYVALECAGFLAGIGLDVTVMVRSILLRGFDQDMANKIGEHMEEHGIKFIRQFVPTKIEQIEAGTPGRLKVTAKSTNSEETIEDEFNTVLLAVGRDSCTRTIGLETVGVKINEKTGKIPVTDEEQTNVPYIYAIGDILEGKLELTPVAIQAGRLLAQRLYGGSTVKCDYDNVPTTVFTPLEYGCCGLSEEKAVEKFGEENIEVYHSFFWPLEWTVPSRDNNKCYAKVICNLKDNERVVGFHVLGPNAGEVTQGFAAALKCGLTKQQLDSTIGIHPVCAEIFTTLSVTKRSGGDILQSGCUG
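Rat TrxR1 (90 nM in the dispensed reagent) was pre-reduced with 400 uM NADPH for 5 min at room temperature, then incubated with compound for 15 min. After 400 uM selenite was added, NADPH fluorescence (Ex 340/Em 450 nm) was followed for 8 min.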
USP1 inh: blocks the human USP1/UAF1 deubiquitinase complex; recombinant USP1/UAF1, Ub-Rhodamine cleavage fluorescence; Potency, µM (highest dose often 57.1 µM), for inactives: at the highest dose activity change, negative = inhibition, most hits filed as inhibitors; 390,000 tested, 0.23% active; also: % is scaled to controls: 0 for no effect and ±100 for the full control effect; nearly all actives have a fitted effect of over 60% in size; inactives centre near -12
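Step one: compound is pinned into 1nM USP1/UAF1 in HEPES pH 7.8 buffer with TCEP. Step two: 15 min room-temperature incubation. Step three: Ub-Rho (150nM final) starts cleavage, tracked by fluorescence over six one-minute reads.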
Vif-A3G inh: inhibitors of Vif-APOBEC3G interaction; Q9HC16; HeLa A3G-eYFP + Vif (tagged APOBEC3G with the HIV-1 protein that degrades it), YFP fluorescence, overnight; Potency, µM (highest dose often 46.1 µM), inactives show at the highest dose activity, negative = active, usual class: inhibitors; 410,000 tested, 0.076% active;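 also: % is scaled to controls: 0 for no effect and ±100 for the full control effect; nearly all actives have a fitted effect of over 60% in size; hits raise eYFP signal because A3G escapes Vif-driven loss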
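HeLa cells stably expressing Vif and C-terminally eYFP-tagged A3G, seeded overnight at 37 deg C, then exposed to compound by pintool overnight at 37 deg C. Rise in yellow fluorescence (Ex 488/Em 500-530, Acumen) marks blocked Vif-driven A3G degradation.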
Vif-APOBEC3F blk: blocks the Vif interaction with APOBEC3F | HeLa A3F-eYFP + Vif (tagged APOBEC3F with the HIV-1 protein that degrades it), YFP fluorescence increase | Potency, µM (top dose mostly 46.1 µM), without a hit: at the highest dose activity, negative = active | 390,000 tested, 0.2% active; also: % of control where 0% means no effect; nearly all actives have a fitted effect of over 65% in size
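Fluorescence increase (Ex 488/Em 500-530) after overnight compound treatment at 37 deg C flags inhibition of Vif-driven A3F-eYFP loss in stable HeLa A3F-eYFP/Vif cells seeded overnight beforehand.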
RGS4 inh: inhibitors of human regulator of G protein signaling 4. Transcreener GDP fluorescence polarization, RGS4-accelerated GTP hydrolysis. P49798. Potency, µM (highest dose often 114 µM), for inactives: top-dose activity change, negative = inhibition, hits mostly inhibitors. 390,000 tested, 0.039% active; also: % is scaled to controls: 0 for no effect and ±100 for the full control effect; nearly all actives have a fitted effect of over 75% in size; some results filed as inactive show a strong effect at the top dose
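MLSMR compounds (23 nl, pin-transferred) preincubated 10 min at room temperature with a 500nM (2x) first reagent, then RGS4 at 900nM (2x) plus Transcreener GDP mix added; fluorescence polarization (620/688 nm) read before and after 90 min at 30 °C.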
mIDH1 inhibitor: human IDH1 R132H inhibition; 390,000 tested, 0.093% active; IDH1-R132H enzyme, NADPH consumption, diaphorase/resazurin fluorescence; O75874; Potency, µM (highest dose often 76.6 µM), for inactives: at the top dose activity change, negative = inhibition, most hits filed as inhibitors; also: % is scaled to controls: 0 for no effect and ±100 for the full control effect; nearly all actives have a fitted effect of over 65% in size
Target sequence (O75874 whole entry R132H, stated change not applied): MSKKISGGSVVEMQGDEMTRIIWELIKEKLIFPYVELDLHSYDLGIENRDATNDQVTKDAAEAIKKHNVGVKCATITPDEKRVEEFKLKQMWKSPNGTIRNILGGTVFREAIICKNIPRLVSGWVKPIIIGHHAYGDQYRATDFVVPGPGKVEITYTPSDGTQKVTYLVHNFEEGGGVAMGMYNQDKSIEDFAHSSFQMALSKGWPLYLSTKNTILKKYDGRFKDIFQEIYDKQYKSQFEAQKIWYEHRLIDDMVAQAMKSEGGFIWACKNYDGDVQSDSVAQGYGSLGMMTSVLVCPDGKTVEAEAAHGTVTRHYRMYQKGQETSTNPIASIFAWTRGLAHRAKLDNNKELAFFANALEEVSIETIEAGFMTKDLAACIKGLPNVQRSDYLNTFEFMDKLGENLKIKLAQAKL
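IDH1-R132H (0.5 ug/mL) preincubated 30 min with compound, then NADPH (0.016 mM) and alpha-KG (2 mM) added; 80 min at RT, pH 7.5. Remaining NADPH coupled via diaphorase/resazurin to fluorescence (540/590 nm); concentration-response curves normalized to no-enzyme control.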
RXFP1 agonist: agonists of human relaxin receptor RXFP1. Q9HBX9. HEK293T-RXFP1 cAMP TR-FRET, 30 min; response scale: percent of porcine relaxin response, buffer zero. Potency, µM (doses to about 57.5 µM), without a hit: at the highest dose activation, most hits filed as activators. 370,000 tested, 0.3% active. AID 2676; also: % is scaled to controls: 0 for no effect and ±100 for the full control effect; nearly all actives have a fitted effect of over 60% in size; many of its hits are not listed in these tables
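Agonist response is measured as cAMP accumulation in an RXFP1-transfected HEK293T line under PDE4 inhibition. Values are scaled between buffer-only and 29 nM porcine relaxin, and EC50s come from standard Hill equation fits.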
TrxR1 substrate: rat thioredoxin reductase 1 substrate activity | purified TrxR1 substrate turnover, NADPH consumption readout | Potency, µM (doses to about 114 µM), without a hit: at the highest dose activity change, negative = substrate turnover | 390,000 tested, 0.01% active | AID 588456; also: % is scaled to controls: 0 for no effect and ±100 for the full control effect; nearly all actives have a fitted effect of over 50% in size
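Rat TrxR1, dispensed at 90 nM, was prereduced with 400 uM NADPH (final) for 5 min at ~22 deg C, then incubated with compound 15 min before 400 uM selenite. A first-read NADPH fluorescence drop versus no-compound background flagged substrates.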
The depositor's hits bear a star; u = inconclusive; x = no result given; [ ] = remark or other dose. Calls follow the shape of the dose curve; as a rule, active = well fitted curve in the direction sought with a large enough effect; inconclusive = small, poorly fitted or top-dose-only effect, or another doubt; inactive = no such curve, though single readings can be large; an effect the other way counts as inactive or inconclusive. Potency is read from the fitted curve at half-maximal effect. This is a subset; the hit share may differ from the screen's.

structure	12-LOX inh	TrxR1 inh	USP1 inh	Vif-A3G inh	Vif-APOBEC3F blk	RGS4 inh	mIDH1 inhibitor	RXFP1 agonist	TrxR1 substrate
CCOc1ccc(NC(=O)N(Cc2cn(CC)c3ccccc23)C2CCCCCC2)cc1	-0.5%	-2.6%	-20.8%	-6.3%	0.0%	17.5%	2.6%	-0.7%	-12.0%
Cc1nn(C(C)(C)C)c(OC(=O)c2ccc3c(c2)OCO3)c1S(=O)(=O)c1ccccc1	0.0%	19.7%[57.1 µM]	-18.9%	-9.2%	-7.8%	16.8%	-4.3%	-0.2%	-8.1%
CC1CCN(C(=O)CCc2nc3cc(S(=O)(=O)N(C)C)ccc3n2C)CC1	-17.1%	-2.2%	-11.1%	-2.9%	-1.1%	11.5%	0.4%	2.2%	1.1%
CCc1cnc2c(c1SCC(=O)NCc1ccc(C)cc1)c(=O)n(C)c(=O)n2C	-18.4%	23.1%[57.1 µM]	-19.4%	2.0%	-6.6%	9.3%	15.4%	-2.2%	-0.6%[57.1 µM]
COc1ccccc1CNC(=O)c1cc(S(=O)(=O)N2CCCC(C)C2)cn1C (stereo not given)	-7.4%	11.6%[57.1 µM]	u	0.1%	0.0%	-13.7%	-3.6%	0.9%	-0.6%[57.1 µM]
CCCc1cnc2c(c1SCC(=O)Nc1c(C)cc(C)cc1C)c(=O)n(C)c(=O)n2C	u	9.2%[57.1 µM]	-8.1%	1.8%	-4.7%	-33.1%	0.5%	0.8%	0.0%[57.1 µM]
CCOc1ccc(S(=O)(=O)NCCC(=O)NCC(c2cccs2)N2CCOCC2)cc1 (stereo not given)	10.0%	-5.8%	-14.6%	0.0%	2.0%	-36.4%	-1.5%	-1.6%	-6.2%
CC#CCN1c2ccccc2[C@]23C[C@@H](C(=O)OC)N(C(=O)NCCBr)C2=NC(C(=O)OC)=C(C(=O)OC)[C@H]13	1.9%	8.3%[57.1 µM]	u	-3.4%	0.7%	11.9%	4.7%	x	4.0%[57.1 µM]
O=S(=O)(NC1CCN(Cc2ccccc2)CC1)c1ccc2ccccc2c1	-22.3%	0.6%[57.1 µM]	-18.5%	3.8%	9.5%	-37.8%	8.1%	1.0%	3.0%[57.1 µM]
COc1cc(C(=O)NCc2ccccc2Cl)ccc1OCC(=O)N1CCOCC1	-12.8%	12.0%	-3.1%	-0.8%	2.7%	17.9%	4.1%	x	4.1%
Cc1ccccc1-c1nc(C(N)=O)c2c(n1)n(-c1ccc3c(c1)OCO3)c(=O)n2C	-23.1%	11.9%	-19.3%	-3.7%	-3.4%	u	-10.6%	2.3%	0.7%
COC(=O)c1sc(N2C(=O)C(=O)/C(=C(/O)c3ccc(C)cc3)C2c2ccco2)nc1C (stereo not given)	x	-77.1%	-5.4%	0.4%	-1.0%	-28.3%	-5.0%	1.3%	5.4%[11.4 µM]

Arranged by SMILES length (rising): part of the list above
structure	12-LOX inh	TrxR1 inh	USP1 inh	Vif-A3G inh	Vif-APOBEC3F blk	RGS4 inh	mIDH1 inhibitor	RXFP1 agonist	TrxR1 substrate
COc1ccccc1CNC(=O)c1cc(S(=O)(=O)N2CCCC(C)C2)cn1C (stereo not given)	-7.4%	11.6%[57.1 µM]	u	0.1%	0.0%	-13.7%	-3.6%	0.9%	-0.6%[57.1 µM]
Cc1ccccc1-c1nc(C(N)=O)c2c(n1)n(-c1ccc3c(c1)OCO3)c(=O)n2C	-23.1%	11.9%	-19.3%	-3.7%	-3.4%	u	-10.6%	2.3%	0.7%
COC(=O)c1sc(N2C(=O)C(=O)/C(=C(/O)c3ccc(C)cc3)C2c2ccco2)nc1C (stereo not given)	x	-77.1%	-5.4%	0.4%	-1.0%	-28.3%	-5.0%	1.3%	5.4%[11.4 µM]
CC#CCN1c2ccccc2[C@]23C[C@@H](C(=O)OC)N(C(=O)NCCBr)C2=NC(C(=O)OC)=C(C(=O)OC)[C@H]13	1.9%	8.3%[57.1 µM]	u	-3.4%	0.7%	11.9%	4.7%	x	4.0%[57.1 µM]

Further results follow.
structure	12-LOX inh	TrxR1 inh	USP1 inh	Vif-A3G inh	Vif-APOBEC3F blk	RGS4 inh	mIDH1 inhibitor	RXFP1 agonist	TrxR1 substrate
COC(=O)c1cc(C#N)c(Oc2cccc(C)c2C)nc1C	70.6%[activator]	-3.5%	-12.9%	-5.4%	-7.0%	-10.9%	2.8%	-0.4%	3.2%[57.1 µM]
Nc1c(S(=O)(=O)c2cccc(Cl)c2)c2nc3ccccc3nc2n1CCN1CCOCC1	u	13.4%	-3.3%	-0.1%	-1.2%	21.7%	-4.0%	4.8%	25.6%
Cc1cc(C(C)(C)C)oc1C(=O)N(CC(=O)NC1CCCC1)Cc1ccc(Cl)cc1	16.8%	-22.4%[11.4 µM]	-14.3%	0.2%	-7.3%	10.7%	-0.3%	-3.3%	-1.1%[11.4 µM]
CCC(C)(C(=O)NC1CCCCC1)N(C(=O)CC1NC(=O)NC1=O)c1c(C)n(C)n(-c2ccccc2)c1=O (stereo not given)	37.9%[activator]	12.2%[57.1 µM]	-18.5%	-2.1%	4.8%	27.3%	-3.2%	0.5%	3.7%[57.1 µM]
CC(=O)Nc1ccc(NC(=O)C(=O)NCC(c2ccco2)N2CCc3ccccc32)cc1 (stereo not given)	-15.9%	12.9%	-6.0%	-14.7%	-17.5%	5.7%	1.6%	-1.4%	0.6%
COc1cc([N+](=O)[O-])ccc1NC(=O)CN1CCOCC1	-7.6%	-8.6%	-4.4%	-4.4%	2.4%	-8.9%	-2.5%	-0.8%	-11.0%
CC(C(=O)NCc1ccccc1)N1C(=O)c2ccccc2C1=O (stereo not given)	-4.0%	3.4%[57.1 µM]	-18.3%	5.6%	u	-13.0%	6.6%	2.4%	3.3%
CN(C)c1ccc2c(c1)Sc1cc(N(C)C)ccc1N2C(=O)c1ccccc1	u	3.0%[57.1 µM]	-14.4%	1.7%	-15.2%	-18.9%	-1.8%	2.3%	-2.0%[57.1 µM]
CCOC(=O)C1=C(COC(=O)[C@H](C)NS(=O)(=O)c2ccccc2F)NC(=O)NC1C (stereo not given in full)	12.2%	-3.4%	-16.2%	1.4%	1.2%	-8.8%	2.6%	-2.3%	-6.8%
Cc1[nH]c(-c2ccc(F)cc2)cc1C(=O)N1CCN(c2ccccc2F)CC1	35.3%	12.9%[57.1 µM]	-17.1%	3.6%	11.4%	-35.2%	1.1%	1.4%	10.1%[57.1 µM]
CCOc1ccc(OCCC(=O)OC(C)C(=O)Nc2ccc(Cl)cn2)cc1 (stereo not given)	-11.9%	-4.4%	-7.4%	-3.8%	-11.3%	13.4%	5.5%	-1.3%	-6.2%
CC(=O)Nc1cccc(NC(=O)c2ccc3c(c2)CCN3S(C)(=O)=O)c1	22.8%	18.8%	-6.0%	0.3%	-7.9%	28.5%	3.0%	-0.8%	-0.5%
O=C(NCCn1cc(SCc2ccccc2Cl)c2ccccc21)c1cccs1	-0.3%	8.6%	-20.4%	-1.4%	-0.4%	-0.6%	-13.5%	-2.0%	4.3%[11.4 µM]
O=C(COC(=O)C12CC3CC(CC(Br)(C3)C1)C2)NCc1ccco1	x	6.6%	x	-2.1%	x	23.4%	x	x	3.4%
CCc1nnc(NS(=O)(=O)c2ccc(NC(=O)c3cc(Cl)ccc3[N+](=O)[O-])cc2)s1	4.4%	0.8%	0.8%	1.5%	-5.4%	5.5%	0.7%	1.2%	-5.6%
Cc1cccc(C)c1NC(=O)COC(=O)c1cc(=O)[nH]c2ccccc12	4.6%	21.5%	-7.5%	1.0%	-2.4%	-4.7%	-3.7%	3.6%	-2.3%
CCS(=O)(=O)N1CCN(Cc2ccc([N+](=O)[O-])cc2)CC1	-21.6%	0.5%	-14.1%	4.7%	-13.9%	0.4%	4.9%	1.2%	-2.0%
O=C(O)c1ccc(N=NN2CCOCC2)cc1	u	-11.4%	-1.1%	-1.4%	-2.5%	-27.8%	-1.1%	5.7%	-12.8%
COc1ccc(OC)c(NC(=O)N2CCCc3ccccc32)c1	-6.4%	15.5%	-9.7%	-1.3%	0.5%	8.4%	1.2%	-0.1%	1.8%
Cc1ccc(Cl)cc1NC(=O)c1cc(-c2ccc3c(c2)OCCO3)on1	-27.6%	-7.0%	u	0.5%	-0.5%	-32.9%	10.1%	-0.5%	8.9%
Cc1cc(C)c(NC(=O)CCN2CCN(Cc3ccccc3)CC2)c(C)c1	0.0%	21.7%[11.4 µM]	u	1.1%	-3.3%	-46.7%	-2.8%	x	9.1%[11.4 µM]
Cc1ccc(/C=C2\SC(=S)N(CCCC(=O)Nc3ccccc3C(=O)O)C2=O)cc1	u	6.4%	-18.5%	-0.5%	1.1%	24.9%	15.2%	-1.2%	-11.6%
COc1ccc(NC(=O)CS(=O)CC(=O)Nc2cccnc2)cc1 (stereo not given)	7.5%	14.0%[57.1 µM]	-4.5%	-0.2%	10.4%	-20.8%	2.8%	2.6%	2.5%[57.1 µM]
CCOc1ccc(S(=O)(=O)NCC(=O)N(C)Cc2cccnc2)cc1	284.1%[activator]	15.4%[57.1 µM]	-6.3%	-1.7%	2.2%	7.7%	4.6%	0.3%	3.7%

Screening results (PubChem)
